Compound activity (PubChem)
mHTT-CaM PPI inh – mHTT-calmodulin interaction abrogation; P42858; 3.6% of 190,000 active; AlphaScreen His-mHTT/GST-CaM binding, luminescence; AID 1671202; inhibition, % at 15 µM;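 also: 0% = both proteins with DMSO and 100% = one protein alone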
Pf apPOL inh – Pf-apPOL DNA polymerase inhibition; 0.25% of 210,000 active; Recombinant Pf-apPOL, molecular beacon fluorescence, 1.5 h; inhibition, % at 10 µM
* marks the source's active call; other numbers are inactive results; nt = no result given; & = joins results of further samples. Rule as the data show it: active = inhibition above about 50%; inactive = the rest.

structure | mHTT-CaM PPI inh | Pf apPOL inh
Cc1ccc(CNc2oc(-c3ccc(F)cc3)nc2C#N)cc1 | 13.0 | 0.0
Cc1ccc(-c2nc3ccccc3o2)cc1NC(=O)c1ccc([N+](=O)[O-])cc1Cl | -0.8 | -1.6
COc1ccc(Cl)cc1N1C(=O)C2CCCN2C1c1cccc(F)c1 (stereo not drawn) | -2.6 | -3.4
CCCNC(=O)C1CCN(c2nc3ccc(-c4ccsc4)nc3s2)CC1 | 3.2 | 0.9
CCCc1cc(C2CCCN2C(=O)c2cc(-c3cccs3)on2)no1 (stereo not drawn) | 3.3 | -1.3
O=C(c1ccncc1)N1CCCn2nc(-c3ccncc3)cc2C1 | -0.8 | 3.5
O=C(CC1CCN(C(=O)c2ccccc2)CC1)NCCCN1CCCCC1 | -6.5 | -6.1
Cc1ccc(NC(=O)N2CCCC(CCC(=O)NCC3CCCCC3)C2)cc1 (stereo not drawn) | -12.8 | -8.1
O=S(=O)(N=C(NS(=O)(=O)c1ccc(Cl)cc1)c1ccccc1)c1ccccc1 | -1.0&1.0 | 2.0&-0.7
Cc1ccccc1C1CCCN1C(=O)c1ccco1 (stereo not drawn) | 7.5 | -1.8
CCc1nnc(NC(=O)c2ccc(S(=O)(=O)N(C)C)cc2)o1 | 24.0 | -3.9
Cc1csc(-c2ccc(CNC(=O)c3ccnn3C)cc2)n1 | -3.6 | 0.5
CC(=O)Nc1ccc(S(=O)(=O)N2CCCCCC2)cc1 | -8.4 | 1.0
Clc1ccc(Cn2cnc(Cl)c2Cl)cc1Cl | 73.0* | -6.1
CCNC(=O)c1cc(=O)[nH]c2c(C)cccc12 | 2.3 | -0.2

More structures.
structure | mHTT-CaM PPI inh | Pf apPOL inh
CCOc1ccccc1NC(=O)CN(c1cccc(C)c1C)S(C)(=O)=O | 2.0 | -9.1
CSc1ccc(NC(=O)N2CCC(c3cc(=O)n4nccc4n3C)CC2)cc1 | 1.7 | -1.0
COc1ccc(NC(NC(=O)c2cccs2)C(=O)c2ccccc2)cc1 (stereo not drawn) | 40.0 | -0.7
Cc1cc(C)c2cc(C(=O)Nc3ccccc3)[nH]c2c1 | nt | -2.2
CCOc1cccc(NC(=O)C2CC(=O)N(C)C(=Nc3ccc(C)c(C)c3)S2)c1 (stereo not drawn) | 16.0 | -16.1
N#CCCN(CC(=O)O)S(=O)(=O)c1ccccc1 | -3.4 | -7.3
COc1ccc(-c2nc3ccc(Br)cc3c(=O)o2)c(OC)c1 | 1.0 | -15.5
Cc1[nH]c(=O)[nH]c(=O)c1S(=O)(=O)Nc1ccccc1F | -4.0 | -5.4
Cc1ccc(Sc2ncnc3ccsc23)cc1 | nt | -5.4&-9.7
Nc1c(NCCc2ccccc2)c2ccccc2oc1=O | 34.0 | 1.5
CN(CC(=O)NCC1CCCO1)S(=O)(=O)c1ccc2[nH]c3c(c2c1)CCCC3 (stereo not drawn) | 9.7 | -4.6
Cc1sc2ccn(C)c(=O)c2c1C(=O)N1CCC(N2CCCCC2)CC1 | 17.7 | -17.2
Cn1c(CNC(=O)C2CCC2)nc2c1CN(S(=O)(=O)c1cccc(C#N)c1)CC2 | -1.7 | -10.7
Cc1ccc(C(CNC(=O)c2cccc(C(F)(F)F)c2)N2CCOCC2)cc1 (stereo not drawn) | -1.2 | -4.7
Cc1cc(C(=O)N2CCN(C(c3ccccc3)c3ccc(Cl)cc3)CC2)n(C)n1 (stereo not drawn) | 12.7 | -5.7

Quoted at random: 3 entries already listed, in no set order.
structure | mHTT-CaM PPI inh | Pf apPOL inh
Cc1ccc(Sc2ncnc3ccsc23)cc1 | nt | -5.4&-9.7
Cc1[nH]c(=O)[nH]c(=O)c1S(=O)(=O)Nc1ccccc1F | -4.0 | -5.4
Nc1c(NCCc2ccccc2)c2ccccc2oc1=O | 34.0 | 1.5

Later entries
structure | mHTT-CaM PPI inh | Pf apPOL inh
O=C(c1cc2cn(C3CC3)cc2s1)N1CCOCC1 | 4.9 | -4.8
CC1CCC2(CC1)NC(=O)N(CC(=O)NC(C)c1ccccc1)C2=O (stereo not drawn) | 2.1 | -6.0
O=C(NCc1cccc(Br)c1)c1cn2ccccc2n1 | 3.9 | -1.2
CC(C)CN(CC(C)C)C(=O)Nc1ccccc1 | -9.8 | -19.5
O=c1oc2ccc(Br)cc2cc1-c1nc(-c2cccs2)cs1 | -6.0 | 21.8
Cc1cc(Cc2cc(C(C)(C)C)c(O)c(C(C)(C)C)c2)cc(C(C)(C)C)c1 | 34.3 | nt
CCOc1ccccc1CN1C(=O)c2ccccc2C1C(=O)NC1CCCCC1 (stereo not drawn) | -4.0 | -10.2
O=C(c1cc2n(n1)C(C(F)(F)F)CC(c1ccc(Br)cc1)N2)N1CCOCC1 (stereo not drawn) | 5.0 | -1.4
C[C@@H]1COc2cc(N3CCCC3)ccc2S(=O)(=O)N1 | -6.4 | -3.3
CC(C)C(=O)N1CC(C(=O)NCc2ccccc2)C(c2cccc(F)c2)C1 (stereo not drawn) | -3.8 | -6.0
NC(=O)C1CCN(C2CC(=O)N(c3ccccc3Cl)C2=O)CC1 (stereo not drawn) | -4.0 | -0.8
Cn1c(N2CCC(C(=O)NCc3cccs3)CC2)cc(=O)n(C)c1=O | 40.3 | -2.1
O=C(NCc1cccnc1)c1cn2ccnc(-c3ccccc3)c2n1 | 14.2 | 3.5
CCOc1ccc(C2N(c3cc(Cl)ccc3OC)C(=O)C3CCCN32)cc1OC (stereo not drawn) | 2.9 | -2.5
c1ccc2sc(CCc3nc4ccccc4s3)nc2c1 | -13.0&-15.0 | -0.3

The list goes on.
structure | mHTT-CaM PPI inh | Pf apPOL inh
CCN(CC)c1ccc(C=C2SC(=O)NC2=O)cc1 | -6.1 | 2.6
O=C(NCCCN1CCOCC1)C12CC3CC(CC(C3)C1)C2 | 3.9 | 4.9
O=C(NCCN1CCOCC1)C(=O)NC1CCCCC1 | 0.1 | -9.4
O=C(CSc1nc2c(c(=O)n1-c1ccccc1)SCC2)Nc1ccc(F)cc1 | -8.0 | -2.2
CCOc1nccnc1NC1CCN(C(=O)Cc2ccsc2)CC1 | 4.7 | -8.1
O=C(CN(Cc1ccc(F)cc1)S(=O)(=O)c1ccccc1)N1CCc2ccccc2C1 | 18.1 | -9.7
O=C1OC(c2cccc(F)c2)=N/C1=C\c1cccc(Br)c1 | 6.0 | 25.6
Cc1ccc(CCNC(=O)CN2C(=O)/C(=C/c3ccccc3F)Sc3ccccc32)cc1 | 7.0 | 0.0
CC(C)OCCCNC(=O)CN1N=C(c2ccc(Cl)cc2)CCC1=O | 8.0 | -7.0
O=C(NC(NC1CCS(=O)(=O)C1)C(Cl)(Cl)Cl)c1ccccc1[N+](=O)[O-] (stereo not drawn) | 8.0 | 2.5
N#Cc1c2n(c3c(=O)[nH]cnc13)CCCCC2 | -3.2 | -4.2
CC(C)(C)SCCN=C(Nc1cccc(F)c1)c1cccc(Cl)c1 | nt | 1.2
CC(C)CCOc1ccccc1C(=O)NCCC(=O)O | -10.7 | -0.4
O=C(OCc1cc(-c2cccs2)on1)C1CC1 | -38.2 | -2.4
O=C(CSc1ccccn1)Nc1ccccc1[N+](=O)[O-] | 17.0 | -7.1

5 successive entries already listed, quoted:
structure | mHTT-CaM PPI inh | Pf apPOL inh
Cc1ccc(CNc2oc(-c3ccc(F)cc3)nc2C#N)cc1 | 13.0 | 0.0
Cc1ccc(-c2nc3ccccc3o2)cc1NC(=O)c1ccc([N+](=O)[O-])cc1Cl | -0.8 | -1.6
COc1ccc(Cl)cc1N1C(=O)C2CCCN2C1c1cccc(F)c1 (stereo not drawn) | -2.6 | -3.4
CCCNC(=O)C1CCN(c2nc3ccc(-c4ccsc4)nc3s2)CC1 | 3.2 | 0.9
CCCc1cc(C2CCCN2C(=O)c2cc(-c3cccs3)on2)no1 (stereo not drawn) | 3.3 | -1.3

(listing goes on)
structure | mHTT-CaM PPI inh | Pf apPOL inh
Cc1nc(C(F)(F)F)nc(Nc2ccc(Br)cc2)c1C#N | 6.0 | -3.5
COc1ccc(OC)c(NC(=O)c2nn(-c3ccccc3OC)c(=O)c3ccccc23)c1 | 0.0 | 6.1
CC1=C(C(=O)Nc2cccc(C)n2)C(c2cccc([N+](=O)[O-])c2)C2=C(CC(C)(C)CC2=O)N1 (stereo not drawn) | 7.4 | 4.0
CCCCOC(=O)c1ccc(OS(=O)(=O)c2ccc(Cl)cc2)cc1 | nt | -30.6
CCC(C)c1ccccc1OCCCN1CCOCC1 (stereo not drawn) | 2.4 | -3.9
COc1ccc(CC(=O)Nc2sc(C)c(C)c2C(N)=O)cc1 | 12.8 | -5.1
Cn1c(=O)c2cn(-c3ccccc3Cl)cc2n(C)c1=O | -1.0 | -3.8
O=C(O)CCc1ccccc1Br | -3.3 | -8.8
C=CCc1ccccc1OCC(O)CN1CCN(c2ccccc2)CC1 (stereo not drawn) | 74.4* | -1.3
Cc1cc(C(=O)Nc2ccc(-c3nc4ccccc4s3)c(O)c2)no1 | -11.4 | -1.5
O=c1cc(CN2CCC(N3CCCCC3)CC2)nc(-c2ccccc2)[nH]1 | 1.1 | -0.8
COC(=O)c1ccc(Oc2coc3c4c(ccc3c2=O)OCN(C2CCS(=O)(=O)C2)C4)cc1 (stereo not drawn) | 3.7 | 2.4
CCCCOC(=O)Nc1ccc(I)cc1 | -68.5 | -12.8
COc1ccccc1NC(=O)c1sc2cc(C)ccc2c1Cl | -10.0 | 14.6
CC1CCN(C(=O)C2c3ccccc3CCN2CC(=O)NCc2ccc(N(C)C)cc2)CC1 (stereo not drawn) | 11.8 | 8.2

Continued.
structure | mHTT-CaM PPI inh | Pf apPOL inh
O=C(c1cccs1)N1CCN(c2nc(CN3CCCCC3)cs2)CC1 | 7.8 | -2.3
COc1ccccc1-c1nc(C2CCCN(C(=O)c3cccc(C#N)c3)C2)no1 (stereo not drawn) | 2.8 | -5.0
CC(C)C[C@H]1COc2cc(N3CCSCC3)ccc2S(=O)(=O)N1C | -12.0 | -5.9
Cn1c(=O)c2c(nc(NCCO)n2Cc2ccc(Cl)c(Cl)c2)n(C)c1=O | 6.0 | 4.5
CCN([C@H](CO)C(C)C)S(=O)(=O)c1ccccc1Br | -3.3 | -6.7
COc1cc(SC)ccc1C(=O)NCCOc1ccccc1Cl | 2.4 | -7.8
Cc1cc([N+](=O)[O-])ccc1NCc1ccccn1 | -2.4 | -7.1
Cc1ccccc1N=C1SC(CC(=O)Nc2ccccc2C)C(=O)N1C (stereo not drawn) | 1.0 | -3.4
Cc1ccc(NC(=O)c2ccccc2Cl)c(Br)c1 | -16.2 | -9.1
CCn1c(=O)c2c(ncn2C(C)C)n(-c2ccc(C(C)C)cc2)c1=O | -1.8 | -3.7
Cc1[nH]nc2c1C(c1ccccc1OCc1ccc(F)cc1)CC(=O)N2 (stereo not drawn) | 18.9 | 1.1
CCc1ccc(N2CCN(C(=O)c3ccccc3)C(C)C2=O)cc1 (stereo not drawn) | -4.3 | 0.5
CCn1ccnc(NC(C)C)c1=O | -2.8 | -8.7
Cc1ccc(NC(=O)c2c[nH]c3ccccc3c2=O)c(C)c1 | 2.0 | 2.2
OC(c1nc2ccccc2[nH]1)C(O)c1nc2ccccc2[nH]1 (stereo not drawn) | -7.0&2.2 | -1.3

Later entries.
structure | mHTT-CaM PPI inh | Pf apPOL inh
O=C(NC1C2CC3CC(C2)CC1C3)c1cnccn1 (stereo not drawn) | -0.5 | nt
Cc1ccc(NC(=O)C2CCN(c3ccc4c(c3)OCCO4)C2=O)cc1 (stereo not drawn) | 0.9 | -7.1
CC1(c2ccccc2)CC(C)(C)N2C(=O)Cc3cccc1c32 (stereo not drawn) | -12.7 | 4.5
Cc1cc(Cl)ccc1OCC(=O)Nc1c(F)c(F)c(F)c(F)c1F | -7.1 | -3.4
Cn1c(=O)c(C(=O)NCc2ccccc2F)nc2cccnc21 | 5.2 | -2.8
CC(=O)N(CCC(c1ccccc1)C1CCOC(C)(C)C1)Cc1ccccc1 (stereo not drawn) | 15.0 | 6.6
CC(C)c1c(O)nc2n(c1=O)CCCS2 | -2.6 | -2.5
COc1cccc(N2CCN(C(=O)CCc3ccc4cc[nH]c4c3)CC2)c1 | 24.7 | -1.1
COc1ccc(/C=C2/N=C(c3ccccc3F)OC2=O)cc1OC | 23.0 | -3.0
CCCN1C(=O)c2ccccc2NC1c1ccc(F)cc1 (stereo not drawn) | -12.0 | -2.6
Cc1ccccc1CNC(=O)CCC1CCCN(C(=O)Nc2cccc(F)c2)C1 (stereo not drawn) | 4.6 | -4.4
N#CC1Cc2cc(Br)ccc2-c2cc(F)ccc21 (stereo not drawn) | -30.3 | nt
COc1ccc(-c2csc(Nc3ccc(C)c(C)c3)n2)cc1F | 52.0* | -4.6
Cc1ccc(NC(=O)CN2CCCN(S(=O)(=O)c3ccc(Br)s3)CC2)cc1 | -6.0 | -2.9
CS(=O)(=O)N(Cc1ccc(Cl)cc1)c1ccc(C(=O)NCCSCc2ccco2)cc1 | 5.0 | -12.3

Next structures
structure | mHTT-CaM PPI inh | Pf apPOL inh
O=C(NCc1cccc(Br)c1)c1csc(-c2ccncc2)n1 | 46.7 | -3.3
CCCCC(=O)NCc1ccc(Cl)cc1 | -5.7 | 0.7
COc1cc(OC)cc(-c2nc(N)c3c(C)c(-c4ccc(OC)c(OC)c4)sc3n2)c1 | nt | 1.2
C=CCOC(=O)Oc1ccc2c(=O)c(-c3ccccc3OC)coc2c1 | 23.0&0.2 | 7.9&16.3
COc1ccc(NC(=O)c2ccc(Cn3cnc4cccnc43)cc2)cc1 | -5.0 | -2.8
COCC(C)NC(=O)c1cc(N2CCCC(C)C2)nc2ccccc12 (stereo not drawn) | -23.7 | -1.2
CN1CCN(c2nc(-c3ccccc3)ncc2C(=O)N2CCCCC2)CC1 | 6.1 | -2.3
O=C(c1cccs1)N1C[C@@H](n2cc(C3CC3)nn2)[C@H](O)C[C@@H]1c1ccccc1 | -9.6 | -1.0
O=c1oc2ccccc2c(O)c1C=Nc1ccc(I)cc1 | 0.0 | -6.6
CC1CCN(C(=O)c2ccc(-c3noc(-c4ccccc4)n3)s2)CC1 | -12.7 | -1.5
O=C(NCCCc1ccccc1)C(=O)Nc1cc(F)ccc1F | -13.3 | -13.1
COc1ccc(NC(=O)CCCOc2ccc(Cl)cc2)c([N+](=O)[O-])c1 | 5.8 | -5.8
O=C(NCc1cccs1)c1nc2nc(-c3ccccc3)cc(C(F)(F)F)n2n1 | 0.0 | -9.6
